# Screening results from PubChem BioAssay.
# PP1 counter: counter-screen for PP5 inhibitors: inhibitors of human PP1-alpha; purified PP1alpha, OMFP fluorescence; P62136; inhibition, % at 6.7 µM; 0.9% of 320,000 active; AID 2235;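 active = inhibition above the mean inhibition of all tested compounds plus 3 SD, computed separately for each screening campaign, cut at about 15% in these data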
# PP5 primary: blocks human protein phosphatase 5 activity; P53041; purified PP5c, OMFP substrate fluorescence; inhibition, % at 6.7 µM; 0.18% of 320,000 active; AID 1987;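 active = inhibition above the campaign's mean inhibition across all tested compounds plus 3 SD, cut at about 9.5% in these data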;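 also: 0% = DMSO only and 100% = 100 µM cantharidin control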
# Target sequence (P53041 whole entry, looked up): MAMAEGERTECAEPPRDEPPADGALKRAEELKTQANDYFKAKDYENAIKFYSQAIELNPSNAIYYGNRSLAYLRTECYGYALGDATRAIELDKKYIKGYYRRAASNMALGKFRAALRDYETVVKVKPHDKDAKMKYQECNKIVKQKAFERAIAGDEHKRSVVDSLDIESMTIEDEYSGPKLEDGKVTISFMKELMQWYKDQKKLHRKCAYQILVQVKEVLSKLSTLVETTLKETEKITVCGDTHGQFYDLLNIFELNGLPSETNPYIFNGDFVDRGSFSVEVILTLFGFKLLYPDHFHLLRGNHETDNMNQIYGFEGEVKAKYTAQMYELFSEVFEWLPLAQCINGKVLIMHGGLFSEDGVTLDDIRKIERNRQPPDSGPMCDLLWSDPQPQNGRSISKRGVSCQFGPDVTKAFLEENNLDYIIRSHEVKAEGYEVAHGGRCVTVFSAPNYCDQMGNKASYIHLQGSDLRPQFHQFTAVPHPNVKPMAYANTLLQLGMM
# procasp3 activ: activates human procaspase-3; recombinant procaspase-3 D3A, Ac-DEVD-pNA absorbance 405 nm; activation, % at 8.5 µM; P42574; 0.11% of 330,000 active;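 active = activation above the mean of all tested compounds plus 3 SD, cut at about 21% in these data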;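 also: 0% = DMSO alone and 100% = DMSO wells spiked with extra 5 µM PC-3 D3A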
# Target sequence (P42574 whole entry D9A/D28A/D175A): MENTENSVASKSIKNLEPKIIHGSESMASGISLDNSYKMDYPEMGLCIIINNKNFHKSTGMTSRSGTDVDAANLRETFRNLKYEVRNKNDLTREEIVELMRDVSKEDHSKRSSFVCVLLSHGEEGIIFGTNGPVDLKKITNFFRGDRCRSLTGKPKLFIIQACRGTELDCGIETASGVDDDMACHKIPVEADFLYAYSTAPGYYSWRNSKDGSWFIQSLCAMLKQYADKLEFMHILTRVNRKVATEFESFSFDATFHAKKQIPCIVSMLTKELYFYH
#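 Assay system – Procaspase-3 D3A mutant · Benchmarks – DMSO low control, extra-enzyme high control · Technique – 405 nm absorbance of p-nitroaniline, reads at 0 and 120 min · Doses – 8.5 µM nominal · Measure – % activation between DMSO and enzyme-spiked controls · Also added – Ac-DEVD-pNA chromogenic peptide substrate · Schedule – 1 h compound preincubation, 2 h substrate hydrolysis at 25 °C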
# CTSL1 counter: counter-screen for PFM18AAP inhibitors: inhibitors of F. hepatica cathepsin L1; recombinant F. hepatica cathepsin L1, Z-Leu-Arg-MCA fluorescence; inhibition, % at 5.96 µM; 0.49% of 300,000 active; AID 1906;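 active = inhibition above the mean of all tested compounds plus 3 SD, set per screening campaign, cut at about 17% in these data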;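 also: 0% = plate median of test compound wells and 100% = 1 µM Z-Phe-Ala-diazomethylketone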
# procasp7 counter: counter-screen for procaspase-3 activators: activators of human procaspase-7 | P55210 | recombinant procaspase-7, Ac-DEVD-pNA absorbance 405 nm; D23A/D198A/D206A triple mutant, cannot self-cleave; scale: DMSO 0, 5 µM enzyme 100 | activation, % at 8.5 µM | 0.093% of 330,000 active | AID 463210;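 active = percent activation above the screen-wide mean plus 3 SD, cut at about 25% in these data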
#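 System: Uncleavable procaspase-7 mutant enzyme; Amount: 2 µM procaspase-7 mutant as dispensed; Schedule: 1 h compound preincubation, 2 h substrate cleavage, 25 °C; Measured by: 405 nm absorbance of p-nitroaniline; Evaluation: percent activation from buffer-corrected 0–120 min absorbance change; Control set: low DMSO alone, high DMSO plus 5 µM PC-7.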
# GRK2 inh: inhibitors of human GRK2 displacing RNA aptamer | bead flow cytometry, FAM-aptamer displacement from GRK2 | inhibition of aptamer binding, % at 10 µM | 0.59% of 330,000 active;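 active = inhibition of aptamer binding above 40%, roughly 3 SD of noise, on plates passing a quality check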;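 also: median bead fluorescence of bound FAM aptamer so fluorescent compounds give negative values; no value below 0 was filed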
# HCV core dimer: blocks dimerization of HCV core protein; TR-FRET GST/Flag-core106 dimerization, 1536-well; inhibition, % at 5 µM; 0.33% of 300,000 active;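 active = inhibition above the mean of all tested compounds plus 3 SD, set per screening campaign, cut at about 45% in these data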
#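 Assay system: tagged HCV core106 pair (GST and Flag); medium: KF-containing HEPES buffer, pH 7.45, DTT, CHAPS, BSA; also added: Eu donor and XL665 acceptor anti-tag antibodies; dosing: 5 µM single dose; timing: compound-protein-antibody incubation 4 h at 22.5 °C; signal: TR-FRET 671 and 617 nm emission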
# JMJD2C inh: human JMJD2C demethylase inhibition | Q9H3R0 | GST-JMJD2C(1-420) H3K9me3 demethylation, DELFIA europium | inhibition, % at 2.35 µM | 0.069% of 330,000 active | AID 2099;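 active = more than half of a compound's replicate wells show inhibition beyond 50%, single wells judged on their own value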;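 also: signal counts dimethyl H3K9 product captured on neutravidin plate; 0% = median of DMSO wells and 100% = 0.3 times that DMSO median; strong numbers were not always called active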
# VLA-4 inh: inhibition in a human VLA-4 binding assay | P13612 | VLA-4 expressing cells, ligand binding flow cytometry | inhibition, % (about 7 µM as worked out from the volumes in the protocol) | 0.2% of 330,000 active | AID 2557; in the data active = inhibition above about 50%
# Starred values were filed as active, the others as inactive; . = not tested or not shown.
Compound	PP1 counter	PP5 primary	procasp3 activ	CTSL1 counter	procasp7 counter	GRK2 inh	HCV core dimer	JMJD2C inh	VLA-4 inh
CCC(CC)C(=O)c1c[nH]c(C(=O)NCc2ccccc2)c1	-1	-2.0	-2	-1	7	1	7	-17	-9
Cc1cc(=O)n2[nH]c(-c3ccsc3-n3c(C)ccc3C)cc2n1	16*	3.0	1	-3	-8	0	38	6	17
COc1ccccc1NC(=O)CCN1CCCCCC1	1	1.5	-3	-1	2	0	5	-11	-5
COC(=O)c1ccc(C2C(C(=O)OCC(C)C)=C(C)N=C3SCCC(=O)N32)cc1 (stereo not drawn)	1	10*	7	7	-2	0	0	-3	-10
Cc1sc2nc(C3CC3)nc(SCC(=O)N3CCc4ccccc4C3)c2c1C	7	-1.3	3	0	3	1	0	-1	-65
COc1ccc(NC(=O)CN(C)S(=O)(=O)c2ccc(Br)s2)cc1OC	0	-0.2	5	2	-5	1	0	-17	9
COC(=O)c1cc(OCC(=O)NC2CCCc3ccccc32)cc(C(=O)OC)c1 (stereo not drawn)	-2	1.5	-6	-3	-4	0	-7	-11	-3
CC1CCC(NC(=O)C(NS(=O)(=O)c2cccc3nsnc23)C(C)C)CC1 (stereo not drawn)	-3	-0.6	2	2	5	5	12	6	1
O=C(CN1C(=O)c2ccccc2S1(=O)=O)c1ccc(OC(F)F)cc1	-9	6.5	0	-4	5	0	8	7	-21
COc1ccc(C2=CC(=O)C[C@H](c3ccc(OC)cc3)C2)cc1	4	2.3	5	.	0	8	.	1	-7
Cc1nnc2c(NCCc3ccccc3)nc3ccccc3n12	-3	2.0	2	2	9	3	4	-18	-8
Cc1[nH]c(=O)nc(SCc2ccc(Cl)c(Cl)c2)c1C#N	-1	3.2	1	3	-3	17	-2	1	9
CCOC(=O)CNC(=O)c1c(C)nn(C)c1Cl	0	-0.6	0	2	-8	0	-6	7	-11
CC(Oc1ccccc1)C(=O)NC1=NCCS1 (stereo not drawn)	8	-1.4	1	1	-7	0	-5	16	5
NC(=O)c1cc(N)ccc1N1CCCCC1	-4	3.4	1	0	3	1	3	-11	5
COc1ccccc1-c1cc(N)n(S(=O)(=O)c2cccc3nsnc23)n1	-2	2.3	-2	-5	-1	1	-1	-3	3
COc1ccc(CCC(=O)NCCc2nc3ccccc3[nH]2)cc1	1	-1.6	0	-3	1	0	-4	-2	-4
Cc1ccc(NC(=O)C2CC(=O)Nc3nncn32)cc1 (stereo not drawn)	-7	1.5	1	1	-9	3	-2	3	10
O=C1CNC(=S)N1Cc1cccc(Cl)c1	11	1.3	5	-3	-8	2	-8	2	0
O=CN1N=C(c2ccccc2)CC1c1ccc(Cl)cc1 (stereo not drawn)	2	1.0	0	2	9	0	-16	-7	-21
CC(=O)Nc1ccc(NC(=O)c2ccc(S(=O)(=O)N(C)c3ccccc3)cc2)cc1	3	2.0	6	.	9	0	.	3	-15
O=C(Nc1cc(S(=O)(=O)N2CCCCC2)ccc1N1CCOCC1)c1ccc(C(F)(F)F)cc1	2	2.3	6	.	6	3	.	6	-11
CCCc1cc(=O)oc2c3c(cc(OCC(=O)N4CCC[C@H]4C(=O)O)c12)OC(C)(C)CC3	-6	-1.9	7	0	8	0	4	-8	-5
CCC(C)(C)NC(=O)C(c1ccc(C)cc1)N(Cc1cccnc1)C(=O)c1csnn1 (stereo not drawn)	-2	1.4	0	2	1	0	-1	6	16
O=c1[nH]c2c(s1)C(c1ccc(O)cc1)C1C3CCC(C3)C1S2 (stereo not drawn)	-2	1.6	-5	-3	4	0	3	-3	-1
Cc1nn(C)c(C(=O)NNC(=S)NC2CCCCC2)c1Cl	-4	-0.5	6	-2	18	1	3	9	5
Clc1cccc(CSc2nc3ccncc3[nH]2)c1	-4	3.1	-8	-4	1	0	5	-1	-11
Cc1ccccc1OCC(=O)N/N=C/c1ccc(Sc2nc3ccccc3s2)o1	1	-0.8	3	-3	6	18	12	4	1
Cc1ccc(NC(=S)N2CCN(c3ncccn3)CC2)cc1C	-2	2.4	11	-4	6	1	-9	2	21
O=C(CN1CCCc2ccccc21)NC(=O)NCc1ccco1	9	-1.7	1	-3	7	0	1	10	-49

# Taken from above.
# `O=c1[nH]c2c(s1)C(c1ccc(O)cc1)C1C3CCC(C3)C1S2` (stereo not drawn) @ GRK2 inh = 0
# `COc1ccc(NC(=O)CN(C)S(=O)(=O)c2ccc(Br)s2)cc1OC` @ PP5 primary = -0.2

# Next entries
Compound	PP1 counter	PP5 primary	procasp3 activ	CTSL1 counter	procasp7 counter	GRK2 inh	HCV core dimer	JMJD2C inh	VLA-4 inh
Cc1cccc(NC(=O)C2CCN(C(=O)c3ccc(F)cc3)CC2)n1	-5	-0.7	3	1	15	0	0	0	2
Cc1ccc2cccc(N)c2n1	-2	1.9	-6	-2	-4	4	-3	9	-5
Cc1ccc(NC(=S)Nc2ccc(S(=O)(=O)N3CCOCC3)cc2)cc1S(=O)(=O)N1CCOCC1	0	0.8	-3	-1	-4	0	6	-12	11
CC1=CC(=O)C=C/C1=C(/c1ccc(O)cc1C)c1ccccc1S(=O)(=O)O	-1	0.8	2	.	-6	0	.	-8	0
Cc1nc(C)c(-c2csc(NCc3ccccc3)n2)s1	-2	2.2	10	-1	1	0	-2	-10	11
COC(=O)C(C)(C)ONC(=O)Nc1ccccc1Cl	-4	-1.9	0	3	10	0	5	-4	-3
O=C(NCCc1nc(-c2ccccc2Cl)no1)C1CCCCC1	-3	-7.4	10	2	2	0	-25	-1	-10
O=C(/C=C/c1ccco1)N(Cc1cccc(F)c1)C1CCS(=O)(=O)C1 (stereo not drawn)	-3	-0.2	-2	10	7	2	14	0	-3
Cc1cc(C)cc(NC(=O)COC(=O)Cn2cnc3c2c(=O)n(C)c(=O)n3C)c1	-7	0.8	-4	.	7	0	.	.	2
CCOC(=O)N/N=C(\C)c1ccccc1OC(F)F	0	0.0	0	-4	-3	1	4	4	11
Cn1c2ccccc2c2nn(-c3ccccc3)c(=O)cc21	2	1.3	-3	9	-11	0	-2	-13	-8
O=C(NCCOc1ccccc1F)c1cc(F)c(F)cc1Cl	-5	-0.6	-1	-1	2	1	1	6	26
Nc1ccc(Sc2ccccc2CC(=O)O)cc1	0	1.2	3	14	-3	0	5	6	-15
Cc1cc2ncc(-c3cccc(Cl)c3)cn2n1	-5	1.1	2	0	2	1	2	-3	9
COC(=O)C1=C(NC(=O)C(C)(C)C)CCS1	-3	-3.5	4	-2	-6	0	1	-4	4
O=c1[nH]cnc2sc3c(c12)CCC3	-2	-2.8	6	-7	2	3	-5	-27	9
O=C(/C=C/c1ccc(S(=O)(=O)NCc2ccco2)cc1)NCc1cccc(Cl)c1	-3	3.9	-8	6	-11	2	11	13	0
COCCOc1ccc(C(F)(F)F)cc1NC(=O)COC(=O)Cc1c[nH]c2ccccc12	0	3.7	-3	.	2	2	.	0	9
O=C(COc1ccc2c3c(c(=O)oc2c1)CCC3)Nc1ccc(CCO)cc1	-2	-1.4	5	0	-5	1	1	42	13
NC(=S)NN=C1c2cc(OCCN3CCOCC3)ccc2-c2ccc(OCCN3CCOCC3)cc21	-2	3.0	-5	12	1	0	-19	-1	-20
CN(c1cccc(NC(=O)CN(c2cccc(Cl)c2)S(=O)(=O)c2ccc(Cl)cc2)c1)S(C)(=O)=O	6	5.5	-4	3	1	2	20	-28	6
CN1CCN(c2ccc(S(=O)(=O)N3CCCCC3)cc2NC(=O)COc2ccc([N+](=O)[O-])cc2)CC1	-1	0.9	5	-2	-5	0	6	1	-5
COc1cc(NC(=O)c2cc(-c3ccc(C)cc3)on2)cc(OC)c1OC	2	6.0	-2	1	3	0	-3	-1	15
O=C(NCc1ccccn1)Nc1ccccc1Cl	-6	2.6	1	-1	8	0	2	5	-14
O=C(NCCN1CCOCC1)c1c(F)c(F)c(F)c(F)c1F	3	-0.3	3	7	8	0	6	-2	12
Cc1cc(C)n2nc(-c3ccc(Br)cc3)cc2n1	-3	4.4	-4	2	10	1	-1	-4	3
Cc1cc(C)n2nc(NCc3ccccc3)nc2n1	-1	1.2	11	-6	3	0	-3	4	29
N#Cc1cc2c(nc1SCc1ccccc1)CCC2	1	0.2	1	-3	0	0	-6	8	-2
O=C(Nc1ccccc1C(F)(F)F)N1CCC(N2CCCCC2)CC1	-3	2.5	-1	1	8	1	-3	1	11
Cc1ccc2c(c1)N(S(=O)(=O)c1ccc3c(c1)NC(=O)CC(=O)N3)CCO2	-4	2.7	-13	-3	-9	0	4	19	-5
COc1cc(OC)c(C2N(C)c3ccccc3N2C)cc1OC	-4	2.6	-3	4	6	1	-4	2	3
CC1=CC2=NC(=O)/C(=C\c3cc(C)n(-c4ccccc4F)c3C)C(=N)N2O1	2	2.0	-1	-1	11	3	5	-23	-18
COc1ccc(N2CCN(C(=O)Cc3ccc(-n4c(=O)[nH]c5ccccc5c4=O)cc3)CC2)cc1	3	1.4	2	-3	0	1	-1	4	-90
COc1ccc(-n2c(SCc3ccc([N+](=O)[O-])cc3)nnc2-c2ccccc2)cc1	2	1.1	3	-2	6	4	19	2	.
COc1cc(C(=O)NCC(=O)N/N=C(\C)Cc2ccccc2)cc(OC)c1OC	-2	2.3	-5	2	14	1	8	1	9
Cc1ccc(C)c(NC(=O)CSc2nnc([C@@H](N)Cc3ccccc3)o2)c1	-7	-1.0	-2	18*	1	0	-4	-4	1
COc1ccc(C(O)P(=O)(OCCC(C)C)c2ccc(N(C)C)cc2)cc1 (stereo not drawn)	1	1.4	0	3	-8	4	-8	-18	3
CCNc1nc(Oc2ccccc2)nc(OC(C)C(=O)OCC)n1 (stereo not drawn)	-6	0.2	6	-3	2	0	-1	6	-4
Cc1noc(C)c1C(=O)NC(C)C12CC3CC(CC(C3)C1)C2 (stereo not drawn)	3	2.9	3	-1	8	9	-9	6	11
CCCCNC(=O)CC1N=C2c3ccccc3N=C(SCC(=O)Nc3ccccc3OC)N2C1=O (stereo not drawn)	-1	-0.5	1	1	3	2	1	-8	-6
CN(C)c1nc(N)nc(/C(C#N)=C/C2CC3C=CC2C3)n1 (stereo not drawn)	-5	-1.0	-1	-6	-1	0	-2	0	-5
Cc1cc(N(C)/N=C/c2ccccc2O)nc(-c2ccccc2O)n1	-3	0.9	1	0	9	0	-1	-11	-13
O=C(O)c1ccc2c(=O)n(-c3ccc(F)cc3)c(=S)[nH]c2c1	-4	2.9	-2	-2	-5	2	-5	4	3
COc1ccc(-c2nnc(SCC(=O)Nc3nncs3)o2)cc1	5	2.3	9	-2	0	3	-1	11	-1
